Screens deposited in PubChem BioAssay by several laboratories.
GPR55 activation: selective activators of receptor GPR55 – imaging, U2OS cells, beta-arrestin-GFP redistribution, primary screen (AID 1961). U2OS GPR55 beta-arrestin-GFP redistribution imaging; higher % means a stronger effect. activation, % at 10 µM; hits with a dose series show EC50 in µM. hit rate 0.048% among 290,000;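 active = activation above 40% with more than 50 cells counted in the well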;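 note: U2OS osteosarcoma cells stably expressing GPR55 and beta-arrestin-GFP; plate controls were DMSO negative control for no effect and LPI positive control for full effect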
GPR35 antagonists: GPR35 antagonists blocking zaprinast-driven arrestin recruitment, primary screen, imaging, U2OS, beta-arrestin-GFP, zaprinast agonist (AID 2058). U2OS GPR35 beta-arrestin-GFP translocation imaging, zaprinast antagonism; higher % means a stronger effect. inhibition, % at 10 µM; hits with a dose series show IC50 in µM. hit rate 0.052% among 290,000;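 active = inhibition of at least 50% with at least 30 cells and total cytoplasm GFP at most 10,000,000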
NS5 inhibitors: Dengue-2 NS5 methyltransferase inhibitors, primary screen, biochemical, confirmation dose response (AID 588689). Dengue-2 NS5 methyltransferase capping enzyme assay, biochemical; higher % means a stronger effect. hit rate 0.3% among 340,000. inhibition, % at 25 µM, or IC50 in µM where a hit was titrated; in the data active = a potency from the dose series
UTI89 phage lysis: inhibition of K1F phage lysis, E. coli UTI89, bacterial capsule biogenesis inhibitors, alamar blue (AID 488966). E. coli UTI89 K1F phage lysis, alamar blue, 2 h; higher % means a stronger effect. hit rate 0.02% among 340,000. one-dose inhibition, % at 100 µM; IC50 in µM for titrated hits;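 active = phage lysis inhibition, versus mean bacterial control, above a set limit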;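 note: capsule biogenesis inhibitors block K1F phage lysis so surviving cells raise fluorescence; higher fluorescence means more inhibition of phage lysis; actives were called in the ten point dose series up to 300 µM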
SIAH1 antagonists: blockers of Siah-1 interaction with plectin peptide – biochemical, fluorescence polarization, rhodamine-plectin, uHTS, primary screen (AID 1817); hit rate 0.02% among 290,000; one-dose displacement, % at 20 µM; IC50 in µM for titrated hits; Siah-1 / rhodamine-plectin peptide fluorescence polarization; higher % means a stronger effect;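 active = displacement of at least 50% at 20 µM, with a fluorescence ratio check between 0.3 and a set limit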;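 note: plate controls were Siah plus tracer with DMSO for no effect and tracer alone without Siah for full effect; strong numbers were not always called active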
HIV fusion peptide: cell-free HIV fusion peptide-binding blockers – biochemical, uHTS, fluorescence dequenching, primary screen (AID 1986) | cell-free peptide binding, fluorescence dequenching, 30 min; higher % means a stronger effect | inhibition, % at 20 µM, or IC50 in µM where a hit was titrated | hit rate 0.3% among 290,000; in the data active = inhibition mostly above about 52%, no sharp cut-off; inactive = mostly below about 76%; note: some results filed as inactive read as strong as hits
NTR1 ag: NTR1-driven beta-arrestin-GFP spot formation – imaging, U2OS cells, high content, primary screen (AID 493036); P30989; agonist mode; activation, % at 20 µM; hit rate 0.17% among 330,000;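 active = activation at or above 40% of the spot to cytoplasm intensity ratio, with at least 20 cells analyzed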;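 note: 0% = DMSO without peptide and 100% = 100 nM NTR1 peptide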
Target sequence (P30989 whole entry, looked up): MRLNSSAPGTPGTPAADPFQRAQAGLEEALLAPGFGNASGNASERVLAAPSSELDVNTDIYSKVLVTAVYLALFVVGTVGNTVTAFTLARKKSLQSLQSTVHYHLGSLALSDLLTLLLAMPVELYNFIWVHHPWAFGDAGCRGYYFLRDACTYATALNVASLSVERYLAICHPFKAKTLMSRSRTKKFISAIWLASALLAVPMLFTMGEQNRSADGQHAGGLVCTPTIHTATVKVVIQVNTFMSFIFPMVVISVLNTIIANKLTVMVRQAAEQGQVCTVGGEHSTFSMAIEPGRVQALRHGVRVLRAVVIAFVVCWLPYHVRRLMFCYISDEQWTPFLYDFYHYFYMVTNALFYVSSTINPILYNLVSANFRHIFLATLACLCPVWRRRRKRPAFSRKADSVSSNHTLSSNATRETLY
AID2073: disruptors of CaV2.2 binding to Mint1 – biochemical, HTRF (AID 2073); HTRF protein-protein interaction, Mint1-CaV2.2; higher % means a stronger effect; inhibition, % at 20 µM; hits with a dose series show IC50 in µM; hit rate 0.19% among 290,000; in the data active = inhibition mostly above about 51%, no sharp cut-off; note: some results filed as inactive read as strong as hits
GPR55 LPI antagonism: inhibition of LPI-stimulated GPR55 beta-arrestin translocation – imaging, U2OS, beta-arrestin-GFP, LPI agonist, primary screen (AID 2013); U2OS GPR55 beta-arrestin-GFP translocation imaging, LPI antagonism; higher % means a stronger effect; inhibition, % at 10 µM, or IC50 in µM where a hit was titrated; hit rate 0.13% among 290,000;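 active = spots per cell inhibited over 60%, with over 100 cells counted and total cytoplasm intensity under 500,000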;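 note: U2OS cells stably carrying GPR55 and arrestin-GFP stimulated by 5 µM LPI near EC80; imaged beta-arrestin-GFP aggregate spots per cell after agonist stimulation; plate controls were LPI-stimulated DMSO wells for no effect and DMSO wells without LPI for full effect; some results filed as inactive read as strong as hits; confirmed hits need IC50 under 10 µM and bright autofluorescent wells are also inconclusive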
NTR1 ag cell count 20 µM: further read-out of NTR1 ag, marked with its call; cell count; measured here: cell count, cytotoxicity flag
NS5 inhibitors pilot replicate: recorded beside NS5 inhibitors, whose call it bears; inhibition, %; measured here: pilot screen replicate inhibition
Numbers without * were called inactive; . = not tested or not shown; & = joins results of further samples; [ ] = dose if it differs, or a comment.

SMILES	GPR55 activation	GPR35 antagonists	NS5 inhibitors	UTI89 phage lysis	SIAH1 antagonists	HIV fusion peptide	NTR1 ag	NTR1 ag cell count 20 µM	AID2073	GPR55 LPI antagonism	others
CCOc1ccc(-n2nnnc2-c2nc3ccccc3s2)cc1	-0.2%	-11%	7%	1.6%	21%	-1.3%	5.3	57	7%	-3%
Cc1ccc(S(=O)(=O)NCCCN2CCCC2)cc1	2.2%	2%	-6%	-0.1%	2%	-1.9%	0.4	72	3%	10%
COc1cc(NC(=O)c2nccnc2N)cc(C(=O)Nc2cccc(C(F)(F)F)c2)c1	-0.1%	7%	-7%&-2%	-1.1%	12%	2.2%	-1.9	108	13%	16%
CCOC(=O)Cc1cnc(NC(=O)c2ccccc2)s1	-0.1%	-6%	-3%	0.3%	0%	-1.5%	-0.1	52	4%	-8%
CCC(C)(C)NC(=O)Cc1ccc(Cl)cc1	-0.1%	-7%	.	.	-1%	-0.7%	1.6	51	-3%	-5%
Cc1ccnc(NCc2ccc(Cl)cc2)c1	-0.2%	-8%	-5%	0.4%	2%	1.1%	0.0	51	-3%	6%
Cc1nc2ccc(NC(=O)c3ccc(Cl)c(NC(=O)c4cccs4)c3)cc2s1	0.0%	-4%	.	-0.1%	3%	-0.4%	1.3	56	5%	-3%
COc1ccc(C(=O)Nc2cccc(-c3ccc4nncn4n3)c2)cc1OC	-1.0%	-16%	2%	0.2%	1%	3.4%	1.3	74	3%	8%
COC(=O)c1ccc(CNC(=O)COC(=O)COc2ccc(OC)cc2)cc1	0.2%	-6%	0%	0.4%	-3%	-3.9%	0.7	63	-1%	-8%
O=C(NCCOc1cccc(Cl)c1Cl)c1cc(-n2cnnc2)ccc1Cl	-0.1%	12%	-3%	3.7%	0%	-4.0%	0.8	53	-10%	8%
Cc1ccc(NC(=O)c2c(C)nc3ccccn23)cc1C	-0.3%	-2%	2%	-0.2%	-2%	-1.0%	-1.1	51	-8%	5%
CCC(C)N(C(=O)COC(=O)/C=C/c1ccc(O)c(OC)c1)C1CCS(=O)(=O)C1 (stereo unspecified)	0.2%	2%	-3%	4.4%[50 µM]	-4%	3.4%	-0.2	56	-4%	5%
COc1ccc(CNC(=O)C2CC(c3ccccc3[N+](=O)[O-])=NO2)cc1 (stereo unspecified)	-0.1%	-2%	-4%	-0.4%	3%	-0.3%	17	78	6%	5%
O=C(CC1CCC1)NC(c1ccccc1)c1ccccc1	-0.1%	-4%	-4%	0.4%	8%	0.8%	0.8	67	-12%	7%
CSCC[C@H](NC(=O)OC(C)(C)C)C(=O)N1CCC(C(=O)N[C@@H](C)C(=O)O)CC1	1.5%	17%	-1%	6.6%	0%	1.2%	-0.5	59	0%	6%
CCOc1ccc(NC(=S)NC(=O)c2ccco2)cc1	-0.1%	22%	-1%	0.3%	3%	-1.0%	0.4	91	-8%	5%
O=C(NCCCN1CCCC1)c1ccc2c(c1)N(Cc1ccccc1F)C(=O)c1ccccc1S2(=O)=O	0.6%	26%	-27%	0.3%	9%	-0.7%	1.1	64	20%	11%
CC(C)c1ccc(CNC(=O)C(=O)Nc2nccs2)cc1	-0.4%	5%	-6%	0.0%	3%	1.5%	0.2	99	31%	-6%
CC(=O)c1cccc(NC(=O)Cn2c(=O)oc3cc(S(=O)(=O)N4CCCC4)ccc32)c1	-0.1%	-5%	-10%	-0.1%	5%	-0.3%	-0.4	54	22%	9%
Cc1ccc(-n2c(SCC(N)=O)nc3c(c2=O)C2(CCCC2)Cc2ccccc2-3)cc1	-0.3%	-18%	0%	0.1%	-3%	-0.1%	36	78	44%	3%
O=[N+]([O-])c1ccc(N2CCc3ccccc3C2)nc1	0.3%	21%	.	-0.9%	3%	-1.5%	0.5	47	-30%	7%
Cc1cc(C)nc(NC(=O)c2ccc(Cl)cc2)n1	0.3%	-13%	-10%	-0.4%	-2%	0.5%	1.3	52	33%	-8%
CCOc1ccc2nc(N3CCC(C(=O)NCCCN4CCOCC4)CC3)sc2c1	-0.1%	-8%	2%	0.1%	2%	-1.0%	0.1	66	-14%	0%
C[C@H](NC(=O)OCc1ccccc1)C(=O)NNC(=O)[C@H](Cc1ccccc1)NC(=O)OC(C)(C)C	-0.1%	6%	2%	2.3%	4%	2.0%	0.0	66	3%	-8%
CCOC(=O)c1c(C)nsc1NC(=O)c1ccco1	-0.3%	1%	-1%	0.3%	7%	1.4%	-0.1	67	5%	-8%	NS5 inhibitors pilot replicate=-2.1
COc1cc(NC(=O)C2CC(=O)NC3=C2C(=O)CCC3)cc(OC)c1 (stereo unspecified)	-0.2%	24%	-2%	1.9%	4%	-0.3%	-0.4	60	23%	5%
CC[C@@H](NS(=O)(=O)c1ccc(C)cc1)C(=O)Oc1ccc2c3c(c(=O)oc2c1)CCC3	0.1%	3%	-12%	-0.1%[50 µM]	0%	-3.5%	8.1	54	8%	5%
CCOC(=O)C/C(C)=N\Nc1nc(-c2ccccc2)cs1	-0.3%	-7%	7%	0.8%	-11%	14%	1.7	50	-6%	-3%
C#CCOCCOCCOCCNc1nc(N2CCN(C(=O)C([C@@H](C)CC)n3cc(C(N)CO)nn3)CC2)nc(N2CCN(C(=O)[C@H](CCC(=O)O)n3cc(C(N)CC(C)C)nn3)CC2)n1 (stereo partly specified)	0.2%	-11%	-1%	-0.5%	7%	1.7%	-3.1	71	-3%	-2%
Cc1cc([N+](=O)[O-])nn1CCC(=O)NC1CCCCCC1	-0.3%	0%	-1%	2.1%	-1%	1.1%	-0.8	48	5%	2%
CN(C)S(=O)(=O)c1cccc(COC(=O)c2ccc(Cl)cc2O)c1	0.7%	2%	5%	-0.6%[50 µM]	-4%	-2.4%	1.5	54	6%	7%
CC(C)n1c(-c2ccc(C(C)(C)C)cc2)n[nH]c1=S	0.8%	13%	-10%	0.6%	4%	-2.7%	3.9	89	-32%	23%
CC(C)(C)c1ccc(C(=O)N/C(=C\c2cccs2)C(=O)NCc2ccco2)cc1	-0.3%	17%	-8%	0.3%	0%	0.5%	-0.7	87	-2%	15%
Clc1ccc(Nc2ncnc3c2cnn3-c2ccccc2)cc1	-0.1%	-11%	-3%	2.1%	0%	2.5%	6.5	54	17%	11%
CC(C)C(NS(=O)(=O)c1cccs1)C(=O)NCCN1CCN(c2ccccc2)CC1 (stereo unspecified)	-0.1%	10%	-10%	-0.8%[50 µM]	8%	0.1%	-1.0	68	10%	7%
Cc1cccc(-n2nc3c(c2NC(=O)C(C)C)CS(=O)(=O)C3)c1C	-0.3%	-5%	-9%	0.2%	-2%	-1.9%	-1.3	100	-2%	-2%

The final 2 records of the part above open the next one.
SMILES	GPR55 activation	GPR35 antagonists	NS5 inhibitors	UTI89 phage lysis	SIAH1 antagonists	HIV fusion peptide	NTR1 ag	NTR1 ag cell count 20 µM	AID2073	GPR55 LPI antagonism	others
CC(C)C(NS(=O)(=O)c1cccs1)C(=O)NCCN1CCN(c2ccccc2)CC1 (stereo unspecified)	-0.1%	10%	-10%	-0.8%[50 µM]	8%	0.1%	-1.0	68	10%	7%
Cc1cccc(-n2nc3c(c2NC(=O)C(C)C)CS(=O)(=O)C3)c1C	-0.3%	-5%	-9%	0.2%	-2%	-1.9%	-1.3	100	-2%	-2%
CC1CCCCC1NS(=O)(=O)c1ccc(-n2cnnn2)cc1 (stereo unspecified)	0.2%	-8%	2%	0.2%	0%	1.0%	-8.7	31	5%	-4%
CC(=O)N1CCSc2ccc(S(=O)(=O)NCc3ccc(F)cc3)cc21	0.0%	-10%	-12%	0.1%	2%	1.3%	1.0	55	1%	4%
CCn1c(=N)c(C(=O)OC)cc2c(=O)n3ccccc3nc21	-0.3%	1%	.	.	-9%	-2.4%	.	.	12%	-3%
O=C(CCS(=O)CCC(=O)NCc1ccccc1)NCc1ccccc1	0.2%	7%	-5%	5.0%	-5%	34%	-2.5	48	-5%	11%
CC(O)CNc1nc2c(c(=O)n(C)c(=O)n2C)n1Cc1cccc(Br)c1 (stereo unspecified)	-0.4%	11%	-2%	-2.0%	1%	-1.2%	0.6	60	8%	1%
CC1(C)CC(C)(c2ccc(O)cc2O)N(c2cccc(Cl)c2)C(=S)N1 (stereo unspecified)	-0.3%	-13%	8%	4.4%	9%	6.2%	1.5	56	-11%	13%
CCC(COC(=O)Nc1ccccc1)NC(=O)OC(C)C (stereo unspecified)	0.2%	15%	-2%	0.2%	-3%	-0.9%	-0.8	31	8%	3%
CC1(c2ccc(Cl)cc2)NC(=O)N(CC(=O)Nc2ccc(F)cc2)C1=O (stereo unspecified)	-0.2%	-4%	-1%	-0.2%	4%	-1.1%	1.9	40	0%	9%
Cc1ccc(CSc2nncn2-c2ccccn2)cc1	-0.4%	-16%	-5%	2.0%	1%	-0.6%	-1.4	77	4%	0%
Cc1cc(C)c2cccc(NC(=S)NC(=O)c3ccccc3)c2n1	0.3%	5%	-6%	-0.8%	-3%	3.9%	33	55	-7%	54%
COc1ccc(-c2sc(C(=O)c3ccc(Cl)cc3Cl)cc2CC(=O)O)cc1	0.0%	3%	1%	-0.1%	1%	12%	1.8	106	24%	-8%
O=c1ccc(Br)c[nH]1	-0.2%	-1%	1%	-0.3%	1%	33%	-1.5	77	-4%	5%
COc1ccc(NC(C)=O)cc1S(=O)(=O)N1CCN(C/C=C/c2ccccc2)CC1	-0.2%	5%	7%	-0.1%	-6%	-0.5%	-1.1	58	-14%	7%
CC(=O)NC1CCC(C(=O)O)(c2ccccc2)C1 (stereo unspecified)	-0.1%	-3%	-1%	0.1%	1%	-1.0%	0.6	47	6%	0%
CCOC(=O)[C@@H]1[C@H]2COc3ccccc3[C@@H]2N2C(=O)N(c3ccc(C)cc3)C(=O)[C@]12C	0.0%	0%	6%	-0.1%	9%	-0.1%	0.3	84	5%	3%
Cc1nn2cnc3sc4c(c3c2nc1=O)CCCC4	-0.1%	0%	4%	1.1%	8%	-1.1%	1.9	37	11%	3%
O=C(CS(=O)c1ccc(F)cc1)N1CCOCC1 (stereo unspecified)	0.4%	9%	-4%	0.1%	-10%	0.3%	-0.6	83	19%	2%
CCCN1CCC(NC(=O)CCc2nnc(Cc3cc(OC)ccc3OC)o2)CC1	0.2%	5%	-5%	0.1%	11%	0.2%	-0.8	34	-7%	8%
C(=N/Nc1nc(-c2ccccc2)cc(-c2ccccc2)n1)/c1cccnc1	0.3%	5%	-4%	2.0%	-10%	-2.5%	5.9	72	12%	22%
Cc1ccsc1C(=O)N1CCN(c2ccccn2)CC1	-0.1%	4%	-1%	0.3%	-1%	-0.3%	-0.3	57	-2%	-23%

Compounds were not picked by outcome, and some 1.2% of all compounds hit somewhere here.
